High-throughput results (PubChem)
SW480 rerep: DNA re-replication induction in SW480 cells; Potency, µM (doses to about 46.1 µM), without a hit: at the top dose re-replication activation, usual class: activators; 340,000 tested, 1.8% active; AID 624297; SW480 DNA re-replication, Hoechst DNA content imaging, 48 h; also: potency is read from the fitted curve at half-maximal effect; % of control where 0% means no effect; nearly all actives have a fitted effect of over 55% in size
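Quantitative HTS format with DMSO vehicle controls; 48 hr drug incubation at 37 C, then 40 min Hoechst staining and scanning imager measurement at 405 nm excitation.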
ATXN viability: cell viability loss in ATXN counter-screen; S2 cells (HEK-293 line with an ATXN2-luciferase reporter) viability, CellTiter-Fluor protease fluorescence, 24 h; AID 651635; Potency, µM (doses to about 56.7 µM), usual class: cytotoxic; 400,000 tested, 0.49% active; also: potency is read from the fitted curve at half-maximal effect; nearly all actives have a fitted effect of over 40% in size
KB-3-1 tox: kills parental KB-3-1 adenocarcinoma cells; KB-3-1 viability, CellTiter-Glo ATP luminescence, 72 h; AID 1347075; Potency, µM (series often up to 46.1 µM), for the others: top-dose activity change, negative = cytotoxic, usual class: cytotoxic; 400,000 tested, 1.4% active; also: potency is read from the fitted curve at half-maximal effect; % is scaled to controls: 0 for no effect and ±100 for the full control effect; nearly all actives have a fitted effect of over 60% in size
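Luminescent ATP read-out (CellTiter-Glo) measures survival of drug-naive KB-3-1 cells after 72 h compound exposure at 37 °C. Titration series was screened from lowest to highest concentration, with DMSO vehicle plates as background controls.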
IL1B secr inh: inflammasome signaling inhibition, IL-1 beta readout; THP-1 LPS/ATP IL-1B secretion, AlphaLISA, 16 h; active compounds read low; activity change, % at 57.5 µM; AID 743279; 360,000 tested, 4.7% active; in the data active = activity change below about -50%; inconclusive = mostly about -30% to -49%; also: % is scaled to controls: 0 for no effect and ±100 for the full control effect
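Secreted IL-1B measured by AlphaLISA bead assay after 16 h compound exposure of THP-1 cells; compounds (final up to 57.5 uM) added 1 h before LPS (250 ng/mL) and ATP (1.25 mM) stimulation; lower signal means less secretion.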
ATXN2 expr inh: inhibitors of ATXN2 expression; 360,000 tested, 0.72% active; HEK-293 ATXN2-luciferase reporter, luminescence, 24 h; Potency, µM (highest dose often 57 µM), for the others: at the top dose activity change, negative = inhibition, usual class: inhibitors; also: potency is read from the fitted curve at half-maximal effect; % is scaled to controls: 0 for no effect and ±100 for the full control effect; nearly all actives have a fitted effect of over 55% in size
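ATXN2-luciferase reporter cells (luciferase flanked by upstream and downstream ATXN2 gene portions) were treated 24 h at 37 °C with compounds at up to 57 uM. SteadyGlo luminescence gave expression; GF-AFC fluorescence gave viability.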
HT1080 IDH1KD tx: kills HT-1080 cells with IDH1 knockdown. HT-1080 IDH1 knockdown viability, ATP luminescence, 48 h. Potency, µM (top dose mostly 46.1 µM), without a hit: at the highest dose activity, negative = toxicity, usual class: cytotoxic. 360,000 tested, 2% active. AID 686971;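 also: potency is read from the fitted curve at half-maximal effect; 0% = DMSO wells and -100% = cell-free medium wells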
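CellTiter-Glo luminescence after 48 h compound exposure at 37 degrees C of IDH1-knockdown HT-1080 cells in 5% FBS RPMI. %Activity scaled between DMSO wells and cell-free media wells, with curves fitted and assigned curve classes.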
MCF10A rereplic: inducers of DNA re-replication in MCF 10A breast cells; MCF 10A DNA re-replication, Hoechst nuclear intensity, 48 h; Potency, µM (doses to about 46.1 µM), for inactives: top-dose activity, positive = re-replication, actives largely listed as activators; 350,000 tested, 2.9% active; AID 624296; also: potency is read from the fitted curve at half-maximal effect; % of control where 0% means no effect; nearly all actives have a fitted effect of over 50% in size
HT1080NT lethal: kills 2HG-producing HT-1080-NT fibrosarcoma cells; HT-1080-NT fibrosarcoma viability, CellTiter-Glo ATP luminescence, 48 h; Potency, µM (top dose mostly 46.1 µM), for the others: top-dose activity, negative = less viability, actives largely listed as cytotoxic; 360,000 tested, 1.6% active; AID 686970;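 also: NT is the 2HG producing partner of a matched IDH1 knockdown line; potency is read from the fitted curve at half-maximal effect; 0% = DMSO-treated cells and -100% = media-only wells without cells; nearly all actives have a fitted effect of over 55% in size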
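Viability by CellTiter-Glo luminescence after 48 h compound exposure at 37C of HT-1080-NT cells (750/well, RPMI, 5% FBS). % activity scaled between DMSO wells and medium-only wells, then curve-fitted and categorized by curve class.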
KB-V1 MDR tox: KB-V1 MDR subline cytotoxicity; KB-V1 MDR cells viability, CellTiter-Glo, 72 h; Potency, µM (top dose mostly 46.1 µM), inactives show top-dose activity change, negative = cytotoxicity, most hits filed as cytotoxic; 400,000 tested, 3.4% active; also: potency is read from the fitted curve at half-maximal effect; % is scaled to controls: 0 for no effect and ±100 for the full control effect; nearly all actives have a fitted effect of over 60% in size
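KB-V1, DMEM (no phenol red) + 10% FBS; cpd pin-transferred, titration series; 72 h, 37 degrees C; CellTiter-Glo, luminescence. Data normalized, curve-fit.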
An asterisk follows results filed as active; i = inactive; ? = inconclusive; / = not tested or not shown; [ ] = remark or other dose. Unless noted, calls follow the shape of the dose curve; as a rule, active = well fitted curve in the direction sought with a large enough effect; inconclusive = small, poorly fitted or top-dose-only effect, or another doubt; inactive = no such curve, though single readings can be large; an effect the other way counts as inactive or inconclusive.

smiles,SW480 rerep,ATXN viability,KB-3-1 tox,IL1B secr inh,ATXN2 expr inh,HT1080 IDH1KD tx,MCF10A rereplic,HT1080NT lethal,KB-V1 MDR tox
COc1ccc(CN2C=C3C(=O)C(C)(OC(=O)CCc4ccccc4)C(=O)C=C3C=C2c2ccc(C#N)cc2)cc1 (configuration not stated),0%,i,18%,-5,-4%,?,-22%,-1%,1%
COc1ccc(C)cc1NC(=O)C1CCCN(S(=O)(=O)c2cccnc2)C1 (configuration not stated),-3%,i,-11%,0,/,0%,-6%,0%,-5%
CC(C)n1c(=O)c2ccccc2n1Cc1cn(-c2ccccc2)nn1,/,i,?,5,-5%,0%,/,0%,-11%
COC(=O)C1=C(C)NC(C)=C(C(=O)OC)C1c1ccc(OC(=O)c2oc3ccccc3c2C)c(OC)c1,0.52µM*,i,-4%,0,/,-23%,11%,-15%,-12%
CCOC(=O)/C(C#N)=N\Nc1ccc(S(=O)(=O)Nc2nc(C)cc(C)n2)cc1,1%,i,0%,-1,1%,28%,-1%,27%,9%
C=CCC(CC(O)COCCC)C(=O)NNC(=S)Nc1ccccc1 (configuration not stated),-2%,i,0%,-6,2%,9%,4%,22%,?
COc1ccc(S(=O)(=O)N2CC(C(=O)O)Oc3ccc(Cl)cc32)cc1 (configuration not stated),-7%,i,-1%,34,-8%,2%,2%,12%,?
O=C(NCC1OCCCN1S(=O)(=O)c1cc(F)ccc1F)C(=O)NC1CCCCCC1 (configuration not stated),-93%[inhibitor],i,-2%,-1,/,-6%,7%,4%,14%
Nc1cccc(C(=O)OCC(=O)c2ccccc2)c1,11%,i,4%,4,69%[activator],24%,3%,?,1%
O=C(CCN1C(=O)c2ccccc2C1=O)NCCN1CCOCC1,-4%,i,1%,-5,6%,-1%,12%,-6%,7%
CC(=O)NC(Cc1ccccc1)C(=O)NC1CCN(C(=O)NCc2ccccc2)CC1 (configuration not stated),-6%,i,10%,34,-8%,5%,-1%,6%,6%
COc1ccc2c(c1)c1c(c(=O)n(-c3cccc(Cl)c3)c(=O)n1C)n2C,/,i,0%,/,1%,/,/,/,?

Next part; the last two above are carried over.
smiles,SW480 rerep,ATXN viability,KB-3-1 tox,IL1B secr inh,ATXN2 expr inh,HT1080 IDH1KD tx,MCF10A rereplic,HT1080NT lethal,KB-V1 MDR tox
CC(=O)NC(Cc1ccccc1)C(=O)NC1CCN(C(=O)NCc2ccccc2)CC1 (configuration not stated),-6%,i,10%,34,-8%,5%,-1%,6%,6%
COc1ccc2c(c1)c1c(c(=O)n(-c3cccc(Cl)c3)c(=O)n1C)n2C,/,i,0%,/,1%,/,/,/,?
CCOc1cc(CNc2ccc3c(c2)OCCO3)cc(Br)c1OCC,5.8µM*,i,5.2µM*,-11,2%,2.3µM*,2.6µM*,1.8µM*,2.6µM*
CC1CCN(S(=O)(=O)c2cn(CC(=O)Nc3ccc(OC(F)(F)F)cc3)cn2)CC1,16%,i,-4%,28,-4%,1%,-3%,0%,22%
CCOC(=O)N1CCN(S(=O)(=O)c2ccc(F)cc2)CC1,-1%,i,29%,-8,5%,1%,8%,6%,0%
COC(=O)c1ccc(/C=C2/SC(=S)N(CCCC(=O)Nc3ccc(O)cc3)C2=O)cc1,?,i,?,?,1%,-7%,?,-9%,-6%
CCc1nc2ccc(C(=O)NCCN3CCNC3=O)cn2c1N(C)CCC(C)C,/,i,0%,-8,2%,12%,/,10%,4%
COc1ccccc1/C=C/C=C1\Oc2c(ccc(O)c2CN(C)C)C1=O,22%,/,14%,-11,7%,-17%,?,-10%,-5%
O=C(COC(=O)/C=C/c1cccc([N+](=O)[O-])c1)NCC1CCCO1 (configuration not stated),-3%,i,4%,1,-3%,26%,-5%,22%,2%
CCOc1cc(C(=O)Nc2ccc(N3CCN(S(C)(=O)=O)CC3)cc2)cc(OCC)c1OCC,0%,i,-4%,8,-17%,5%,-4%,4%,11%
COc1cc2[nH]c(=S)n(C3CC3)c(=O)c2cc1OC,-5%,i,?,0,3%,-10%,-4%,0%,-19%
COc1ccc(S(=O)(=O)Nc2ccc(N3CCOCC3)cc2)cc1Br,-1%,i,-1%,-13,-33%,-8%,-2%,-14%,-1%
CC(C)(CN1CCCC1)NS(=O)(=O)c1ccccc1,1%,i,17%,0,4%,8%,-5%,-3%,5%
CCCCOc1ccc(-n2nc(C)cc2C)nn1,0%,i,-1%,-2,18%,4%,-1%,6%,11%

Next entries follow:
smiles,SW480 rerep,ATXN viability,KB-3-1 tox,IL1B secr inh,ATXN2 expr inh,HT1080 IDH1KD tx,MCF10A rereplic,HT1080NT lethal,KB-V1 MDR tox
COc1cccc(-n2c(=O)c3c4c(sc3n(Cc3ccc(F)cc3Cl)c2=O)CCCC4)c1,/,i,1%,/,0%,/,/,/,0%
Cc1cc(=O)[nH]c(SCc2csc(-c3ccccc3)n2)n1,-60%[inhibitor],i,-17%,-9,37%,14%,10%,13%,23µM*
O=C(NCCCn1ccnc1)Nc1ccc2c(c1)OCO2,-4%,i,0%,-1,28%,-6%,1%,-13%,-3%
CN1CCN(S(=O)(=O)c2ccc(Nc3ccc(F)cc3)c([N+](=O)[O-])c2)CC1,29µM*,i,-11%,20,-21%,-7%,?,-1%,?
CCOc1ccc(-n2c(SCC(=O)Nc3ccc(CC)cc3)nc3c(oc4ccccc43)c2=O)cc1,/,i,0%,/,15%,/,/,/,12%
CCCNC(=O)c1ccccc1NC(=O)Cc1ccc(OC)c(S(=O)(=O)N2CCOCC2)c1,1%,?,8%,-6,0%,-5%,4%,9%,?
O=C(NC1CCSC1=O)c1cccc(Cl)c1 (configuration not stated),2%,i,-16%,-4,-4%,7%,3%,0%,?
CC(C)CC(COCc1ccc(C(F)(F)F)cc1)N1CCN(C(=O)c2ccc(C(F)(F)F)cc2)CCC1=O (configuration not stated),?,?,?,-54*,?,?,24%,?,?
O=C(CC1C(=O)NCCN1Cc1cccc(Oc2ccccc2)c1)NCCc1cnccn1 (configuration not stated),3.3µM*,i,-18%,?,/,-5%,4%,-6%,-6%
O=C(Cn1nc(-c2cccc(Cl)c2)ccc1=O)NCC1COCCO1 (configuration not stated),-60%[inhibitor],i,3%,-19,15%,14%,2%,22%,21%
C/C(=N/Oc1nc(C)cc(C)n1)c1ccc(Br)cc1,1%,i,16%,0,12%,14%,4%,16%,0%
O=C(NNC(=O)c1cc(-c2ccncc2)nc2ccccc12)c1cccc(Cl)c1,-4%,i,3%,7,-5%,3%,3%,-3%,-1%

Later entries:
smiles,SW480 rerep,ATXN viability,KB-3-1 tox,IL1B secr inh,ATXN2 expr inh,HT1080 IDH1KD tx,MCF10A rereplic,HT1080NT lethal,KB-V1 MDR tox
COc1ccc2c(c1OC)C(=O)N(c1cccc(C(F)(F)F)c1)C2,-9%,i,5%,-20,171%[activator],-2%,-3%,1%,10%
Brc1cccc(CNCCSc2nnnn2-c2ccccc2)c1,/,i,3%,/,-3%,/,/,/,-2%
COc1ccccc1CCNC(=O)C1CCC(=O)N(Cc2ccccc2OC)C1 (configuration not stated),1%,i,-3%,-10,5%,2%,-1%,0%,-18%
Cc1cc2c3c(c1C)C1(C(=O)N3C(C)(C)CC2C)C(C#N)=C(N)Oc2cc(O)ccc21 (configuration not stated),9%,22µM*,2%,-62*,?,?,13%,?,8%
C#CCNC(=O)C1=C[C@H](C)[C@@H](CCCO)[C@H](OCC)O1,1%,i,21%,9,12%,12%,5%,14%,-1%
CC(=O)C1C(c2ccc(OC(F)F)cc2)NC(=O)NC1(O)C(F)(F)F (configuration not stated),-1%,i,7%,9,8%,1%,2%,16%,13%
Cc1sc2ncnc(-n3cnc4ccccc43)c2c1C,-1%,i,8%,29,16%,11%,-3%,-5%,3%
Cc1nn(Cc2ccccc2)c(C)c1CNC(=O)c1ccc(F)c(S(=O)(=O)N2CCOCC2)c1,6%,i,0%,0,/,-6%,-6%,-5%,-7%
Cc1ccc(N(C)C(=O)C2CCN(S(=O)(=O)c3ccc4c(c3)CCCN4C(=O)C3CCC3)CC2)cc1,/,i,18%,/,7%,/,/,/,21%
CCCCOc1ccc(-c2nnc(-c3cc[n+](C)cc3)o2)cc1,-36%[inhibitor],i,-7%,-7,12%,8%,?,-2%,7%
Cc1ccc(C)c(N2CCN(C(=O)CN3C(=O)COc4ccc(S(=O)(=O)N5CCC(C)CC5)cc43)CC2)c1,/,i,4%,/,9%,/,/,/,?
COc1ccc(/C(C)=N/NC(=O)OC(C)(C)C)cc1[N+](=O)[O-],-8%,?,-2%,0,/,5%,-1%,1%,1%

Following part
smiles,SW480 rerep,ATXN viability,KB-3-1 tox,IL1B secr inh,ATXN2 expr inh,HT1080 IDH1KD tx,MCF10A rereplic,HT1080NT lethal,KB-V1 MDR tox
C/C(=N\NC(=O)CC(C)C)c1ccc(N2CCCCC2)cc1,-4%,i,1%,14,39%[activator],2%,1%,3%,20%
O=C1NC(Cc2ccccc2)c2nc3cc(Cl)ccc3c(=O)n2-c2ncccc21 (configuration not stated),/,i,?,-14,5%,-3%,/,1%,?
Cc1ccc(Cl)cc1NC(=O)c1cc(S(=O)(=O)N2CCOCC2)cn1C,0%,i,7%,-15,-7%,-8%,15%,0%,16%
CC(C)=CC1C=C(C)C(C)C2C(=O)NNC(=O)C12 (configuration not stated),-4%,i,0%,12,11%,4%,0%,7%,-5%
COc1ccccc1Nc1nc2c(C)cccc2cc1C#N,?,i,1%,-12,-7%,-8%,?,-1%,-10%
Cc1noc(C)c1CC(=O)N1CCCC(C(=O)c2ccc(C(C)(C)C)cc2)C1 (configuration not stated),?,?,-1%,15,/,-2%,4%,1%,?
CC(C)(C)NC(=O)C(=O)NNC(=O)c1ccccc1,-3%,i,-1%,7,17%,13%,1%,-1%,-3%
CC(C)C(C)N(Cc1cccc(C(=O)O)c1)C(=O)c1ccc2ccccc2n1 (configuration not stated),/,?,1%,6,0%,0%,/,-1%,14%
